# KCNK9 inh: inhibitors of human KCNK9 two-pore domain potassium channel | AID 488922 | HEK293 KCNK9, FluxOR thallium flux fluorescence; stronger effect = lower value | B-score at 10 µM | 310,000 tested, 1.2% active;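 active = ratio B-score over 3 SD below the library mean, with starting fluorescence within 5 SD of its mean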;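 note: negative B-score means less thallium flux so channel inhibition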
# KCNQ1 block: human KCNQ1 channel inhibition; P51787; CHO-K1 KCNQ1, FluxOR thallium flux fluorescence; stronger effect = higher value; B-score at 10 µM; 310,000 tested, 1.3% active; AID 2642;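 active = compounds whose thallium flux B-score, printed positive for inhibition, exceeds three library SD while starting fluorescence stays within three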;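 note: channel opened by potassium depolarization with thallium stimulus after 20 min compound exposure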
# KCNQ1 act: potentiates or activates the human KCNQ1 potassium channel; 310,000 tested, 0.35% active; B-score at 10 µM; AID 2648; CHO-K1 KCNQ1, thallium flux FluxOR fluorescence; stronger effect = higher value;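 active = fluorescence ratio B-score, a plate-corrected score, at least three library SD, with initial intensity B-score within 5 SD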
#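 assay system = CHO-K1 cells stably expressing KCNQ1 | medium = assay buffer, equal DMSO in all wells | timing = 37 °C overnight plating, 90-min dark dye load, 20-min compound pretreatment | measured by = kinetic FluxOR thallium fluorescence, 10-s 1-Hz baseline, 110-s post-stimulus read | measure = fluorescence change relative to baseline, converted to B score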
# RGS4 pot: RGS4 potentiation or activation | AID 463111 | HEK293 M3R/inducible RGS4, carbachol calcium flux Fluo4; stronger effect = lower value | B-score at 10 µM | 310,000 tested, 0.92% active;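 active = B-score of the integrated calcium signal more than 4 SD below the library mean, with starting fluorescence not abnormally high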;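 note: negative B-score means reduced calcium response which marks RGS4 activation or potentiation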
#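 Material: Inducible-RGS4 HEK293 cells carrying M3 receptor; also added: carbachol at ECmax as muscarinic agonist stimulus; incubation: compound preincubation 20 min at room temperature before agonist; signal: Fluo4-AM (2 µM) calcium-flux fluorescence, kinetic read; measure: integrated calcium ratio converted to B score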
# TMEM16A act: activates or potentiates the mouse TMEM16A chloride channel | Q8BHY3 | HEK293 TMEM16A/YFP-H148Q/I152L, iodide quench fluorescence; stronger effect = lower value | B-score at 10 µM | 340,000 tested, 0.3% active | AID 623877;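 active = fluorescence-ratio B-score plate-corrected deviation score at least 3 library SD below zero, with starting fluorescence score within 5 deviations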;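 note: channel opened by trigger with iodide after compound preincubation; score built on the fluorescence ratio of max minus min over baseline; more negative score means more quench and so TMEM16A activation or potentiation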
# hERG rescue: shields human hERG channel from block by proarrhythmic agents; CHO-hERG, FluxOR thallium flux, dofetilide IC70 present; activation (rescue from dofetilide block), less the hit threshold, % at 10 µM; 310,000 tested, 0.51% active; AID 1511;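 active = activation above the mean of controls blocked by dofetilide plus 5 SD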;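 note: thallium influx through hERG after potassium depolarization seen as dye fluorescence rise; in these data hits start at about 4.7%; inactives centre near -7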
# Target sequence (Q12809 whole entry, looked up): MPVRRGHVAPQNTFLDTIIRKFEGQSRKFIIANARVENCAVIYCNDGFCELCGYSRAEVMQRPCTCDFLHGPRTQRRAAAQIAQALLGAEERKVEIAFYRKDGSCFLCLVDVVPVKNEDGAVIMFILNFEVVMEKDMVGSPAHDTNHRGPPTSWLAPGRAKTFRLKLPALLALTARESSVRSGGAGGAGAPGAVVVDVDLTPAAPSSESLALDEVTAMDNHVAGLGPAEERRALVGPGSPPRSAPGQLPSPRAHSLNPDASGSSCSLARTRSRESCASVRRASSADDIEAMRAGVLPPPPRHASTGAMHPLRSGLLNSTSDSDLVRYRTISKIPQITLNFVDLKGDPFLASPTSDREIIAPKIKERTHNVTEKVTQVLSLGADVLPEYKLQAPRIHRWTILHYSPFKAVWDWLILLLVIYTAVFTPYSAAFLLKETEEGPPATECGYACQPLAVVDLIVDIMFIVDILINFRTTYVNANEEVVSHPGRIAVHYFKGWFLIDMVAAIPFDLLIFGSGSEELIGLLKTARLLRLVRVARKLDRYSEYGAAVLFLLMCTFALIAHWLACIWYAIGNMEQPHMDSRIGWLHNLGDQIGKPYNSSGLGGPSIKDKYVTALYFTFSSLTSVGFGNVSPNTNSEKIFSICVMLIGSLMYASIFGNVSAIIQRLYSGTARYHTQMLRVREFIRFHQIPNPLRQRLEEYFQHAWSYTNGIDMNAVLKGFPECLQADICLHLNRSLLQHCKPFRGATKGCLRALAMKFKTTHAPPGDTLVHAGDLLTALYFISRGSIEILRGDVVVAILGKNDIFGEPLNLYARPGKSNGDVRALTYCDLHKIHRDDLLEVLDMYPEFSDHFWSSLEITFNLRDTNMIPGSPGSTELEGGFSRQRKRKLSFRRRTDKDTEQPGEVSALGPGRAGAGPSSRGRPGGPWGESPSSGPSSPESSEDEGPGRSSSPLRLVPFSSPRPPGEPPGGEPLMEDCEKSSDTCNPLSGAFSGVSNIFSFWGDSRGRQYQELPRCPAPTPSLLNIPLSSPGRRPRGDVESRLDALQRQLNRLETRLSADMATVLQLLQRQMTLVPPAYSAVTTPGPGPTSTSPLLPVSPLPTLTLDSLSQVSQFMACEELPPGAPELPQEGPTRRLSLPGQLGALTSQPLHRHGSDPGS
# RGS4 block: inhibitors of human RGS4 | P49798 | HEK293 M3R/RGS4 inducible, Fluo-4 calcium flux; stronger effect = higher value; triggered by carbachol at its EC20 | B-score at 10 µM | 310,000 tested, 0.45% active;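 active = B-score, a plate-corrected calcium signal, over three deviations above library mean, with baseline fluorescence within five deviations of library mean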;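 note: RGS4 expression induced by doxycycline in cells with stable M3 receptor; B-score is computed from the integrated fluorescence ratio over baseline after carbachol; higher B-score means a larger calcium signal and so more RGS4 inhibition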
# TMEM16A inh: blocks the mouse calcium-activated chloride channel TMEM16A. HEK293 TMEM16A/YFP iodide influx fluorescence, ionomycin. 310,000 tested, 1.2% active. Q8BHY3. normalized B-score (activity score, 25-100; higher = stronger inhibition) at 10 µM;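 active = ratio plate-corrected score three or more library SD toward inhibition, starting fluorescence score within five deviations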;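 note: score derived from kinetic fluorescence span divided by baseline fluorescence per well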
# KCNK3 inh: human KCNK3 channel inhibition, primary screen; CHO-KCNK3 thallium flux, FluxOR fluorescence; stronger effect = lower value; B-score at 10 µM; O14649; AID 602410; 340,000 tested, 0.84% active;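 active = B-score under library mean minus 4 SD, starting fluorescence ratio at most library mean plus 5 SD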;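 note: more negative B-score means stronger inhibition of thallium flux through KCNK3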
# MrgX1 PAM: human MrgX1 positive allosteric modulation, primary screen | Q96LB2 | MrgX1-HEK293, Fluo-4 calcium flux, FDSS; stronger effect = higher value | B-score at 10 µM | 310,000 tested, 0.63% active;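 active = plate-corrected calcium response at least 3 library SD above typical, normal starting fluorescence, not activating the receptor alone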;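 note: compound read alongside a low EC10 to EC30 dose of BAM8-22 agonist; peak minus trough fluorescence over baseline measured at the second addition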
# MrgX1 agonist: activates human MrgX1 receptor signaling | Q96LB2 | MrgX1-HEK293 cells, Fluo-4 calcium fluorescence, agonist mode; stronger effect = higher value | B-score at 10 µM | 310,000 tested, 0.44% active;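 active = calcium response B-score plate-corrected fluorescence ratio at least 3 library SD, with starting fluorescence B-score inside 5 SD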
#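 Material: MrgX1-expressing HEK293 cells; input: 15,000 cells per well; doses: test compound given as first of three sequential additions; schedule: overnight plating before 1 h dye loading; technique: Fluo-4 NW calcium-flux fluorescence, kinetic read; evaluation: baseline-normalised fluorescence change ratio, B-scored; control set: plate-wise positive and negative controls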
# * = called active by the depositor; i = inactive; / = no result given. Rows were taken by chance (roughly 6.3% active in at least one column).
SMILES,KCNK9 inh,KCNQ1 block,KCNQ1 act,RGS4 pot,TMEM16A act,hERG rescue,RGS4 block,TMEM16A inh,KCNK3 inh,MrgX1 PAM,MrgX1 agonist
CNC(=O)c1[nH]cnc1C(=O)N[C@@H](CC(C)C)C(=O)OC(C)(C)C,i,i,i,i,i,-5.1,i,i,i,i,i
COc1cccc(CNCC(=O)N2C(C)CCCC2C)c1 (stereo not drawn),i,i,i,i,i,-13.9,i,i,i,i,i
COc1ccc(-n2c(C)c(C(C)=O)c(C(C)=O)c2C)cc1OC,i,i,i,i,i,-4.3,i,i,i,i,i
CC(=O)Nc1cccc(C(=O)N(CCc2ccccc2)Cc2ccccc2)c1,i,i,i,i,i,-13.8,i,i,i,i,i
COc1ccc2sc(N(CCCN(C)C)C(=O)c3ccc(S(=O)(=O)N(C)Cc4ccccc4)cc3)nc2c1,i,i,i,i,i,-26.9,i,i,i,i,i
Cc1c(N=C(N)/N=C(\N)Nc2ccccc2)c(=O)n(-c2ccccc2)n1C,i,i,i,i,i,1.2,i,i,i,i,i
O=C(COC(=O)CNC(=O)c1ccccc1F)Nc1cccnc1Cl,i,i,i,i,i,-1.0,i,i,i,i,i
CC(=O)Nc1cccc(NC(=O)CSc2nnc(Cc3cccn3C)n2CCc2ccccc2)c1,i,i,i,i,i,-12.0,i,i,i,i,i
CC(=NCc1ccco1)c1c(O)n(C2CCCCC2)c(=O)[nH]c1=O,i,i,i,i,i,-11.5,i,i,i,i,i
CC(C)(C)C1CCC(OC(=O)c2ccncc2)CC1 (stereo not drawn),i,i,i,i,i,-7.6,i,i,i,i,i
COc1ccc(Cl)cc1N(CC(=O)Nc1ccccc1C(=O)N1CCOCC1)S(C)(=O)=O,i,i,i,i,i,-6.2,i,i,i,i,i
COc1ccc(C(=O)NCc2nnc(SCC(=O)Nc3nc4ccc(C)cc4s3)o2)cc1OC,i,i,i,i,i,-7.1,i,i,i,i,i
CCOC(=O)C1=C(CC)Nc2ccccc2N=C1N,i,i,i,i,i,-12.0,i,i,i,i,i
Cn1nc(C(=O)NCC2CCCO2)c2ccccc2c1=O (stereo not drawn),i,i,i,i,i,-5.9,i,i,i,i,i
O=C(CNC(=O)C1CCCCC1)OCc1cc(=O)oc2ccc3ccccc3c12,i,i,i,i,i,-15.3,i,i,i,i,i
CCOc1ccc(C(=O)NC2CCN(CC(=O)NCc3ccccc3)CC2)cc1,i,i,i,i,i,-4.6,i,i,i,i,i
CCOC(=O)CCCSc1nnc(CCCCCN2C(=O)c3cccc4cccc(c34)C2=O)o1,i,i,i,i,i,-11.5,i,i,i,i,i
Cc1cc2c(C)nc(N/N=C/c3ccccc3)nc2o1,i,i,i,i,i,-6.9,i,i,i,i,i
O=C(CCl)Nc1ccccc1Sc1ccc(Cl)cc1,i,i,i,i,i,-14.9,i,i,i,i,i
O=C(N/N=C/C=C/c1ccccc1)c1n[nH]c2c1CCC2,i,i,i,i,i,-6.4,i,i,i,i,i
Cc1ccc2nc(SCC(=O)Nc3ccccc3F)nc(=O)n2c1,i,i,i,i,i,-8.4,i,i,i,i,i
O=c1[nH]c2ccccc2nc1C(Cl)c1ccccc1 (stereo not drawn),i,i,i,i,/,-1.3,i,i,/,i,i
Cc1cc(C)c(S(=O)(=O)N2CCCOC2CNC(=O)C(=O)NCc2cccs2)c(C)c1 (stereo not drawn),i,i,i,i,i,-9.2,i,i,i,i,i
Cc1ccc(CNC(=O)C2CCC(=O)N(CCc3cccc(F)c3)C2)cc1 (stereo not drawn),i,i,i,i,i,-15.1,i,i,i,i,i
COC(=O)COc1cc(=O)oc2ccc(NS(=O)(=O)c3ccccc3)cc12,i,i,i,i,i,-9.8,i,i,i,i,i
Cc1ccc(NC(=S)NC2CCN(Cc3ccccc3)CC2)cc1,i,i,i,i,i,-8.7,i,i,i,i,i
CC(C)CNC(=O)c1oc2ccccc2c1COc1ccccc1,i,i,i,i,i,-9.2,i,i,i,i,i
Cc1onc(-c2ccccc2)c1CNS(=O)(=O)c1ccc(F)cc1F,i,i,i,i,i,-10.9,i,i,i,i,i
Cc1ccc(NC(=O)c2ccc3c(c2)OCCO3)nc1,i,i,i,i,i,-3.8,i,i,i,i,i
O=C1c2ccsc2SCCN1Cc1c(Cl)cccc1Cl,i,8*,i,i,i,-11.6,i,i,i,i,i
Cc1cccc(C)c1NC(=O)c1cccc(COc2cc(Cl)ccc2Cl)c1,i,i,i,i,i,-6.8,i,i,i,i,i
Cc1ccccc1OCCn1cc(/C=C(\C#N)C(=O)NCc2ccco2)c2ccccc21,i,i,i,i,i,0.4,i,i,i,i,i
Cc1ccc(NC(=O)CCC(=O)OC(C(=O)c2ccc(C)c(C)c2)c2ccccc2)c(C)c1 (stereo not drawn),i,i,i,i,i,-6.2,i,i,i,i,i
O=C(CSc1nnc(-c2cccnc2)n1-c1ccccc1)N1CCN(c2ccc(F)cc2)CC1,i,i,i,i,i,-7.3,i,i,i,i,i
COc1ccc(CNC(=O)[C@@H]2CC=C[C@@H]3CCN(Cc4ccc(Cl)c(Cl)c4)C(=O)[C@@H]32)cc1,i,i,i,i,i,-8.2,i,i,i,i,i
CCNC(=O)CC1SC(=Nc2ccc(C)cc2)NC1=O (stereo not drawn),i,i,i,i,i,-6.5,i,i,i,i,i
CCOC(=O)N1CCN(C(=O)CN(c2cccc(C)c2)S(=O)(=O)c2ccccc2)CC1,i,i,i,i,i,-11.4,i,i,i,i,i
O=C(Nc1cccc(Br)c1)c1cccc(OC(=S)N2CCOCC2)c1,i,i,i,i,i,-12.0,i,i,i,i,i
Cc1cccc(-c2nnc(SCc3ccccc3)o2)c1,i,i,i,i,i,-12.4,i,i,i,i,i
O=C(O)c1cc(C(F)(F)F)nc2ccccc12,i,i,i,i,i,-6.2,i,i,i,i,i
COC(=O)[C@@H](Cc1c[nH]c2ccccc12)NC(=O)CNC(=O)c1ccccc1OC,i,i,i,i,i,-12.7,i,i,i,i,i
CCOc1ccc(-c2nnc3ccc(SCC(=O)Nc4cc(C)on4)nn23)cc1,i,i,i,i,i,-4.0,i,i,i,i,i
CCC(C)(C)c1ccc(OCCCC[n+]2cccc(C)c2)c(C(C)(C)CC)c1,-9.37*,10*,i,-8.05*,i,-29.3,i,/,i,/,/
Cc1ccc(C)c(OCCn2c(=O)c3c(ncn3C3CCCC3)n(Cc3ccccc3)c2=O)c1,i,i,i,i,i,-13.0,i,i,i,i,i
O=C(O)C1Cc2c([nH]c3ccccc23)C(c2ccc3c(c2)OCO3)N1 (stereo not drawn),i,i,i,i,i,-8.2,i,i,i,i,i
CCOC(=O)CN1C(=O)C(Sc2n[nH]c(-c3ccc(O)cc3)n2)CCc2ccccc21 (stereo not drawn),-9.44*,i,i,i,i,-19.7,i,i,i,i,i
Cc1ccc(CS(=O)(=O)CC(C)(O)c2ccc(Cl)cc2)cc1 (stereo not drawn),i,i,i,i,i,-1.6,i,i,i,i,i
O=C(O)CC1(CC(=O)Nc2ccc3ccccc3n2)CCCCC1,i,i,i,i,i,-8.3,i,i,i,i,i
COc1ccc(Br)cc1CN(C)CC(=O)Nc1cccc(S(N)(=O)=O)c1,i,i,i,i,i,-8.8,i,i,i,i,i
COC(=O)c1ccccc1NC(=O)C(=O)NCC1CCCO1 (stereo not drawn),i,i,i,i,i,-7.4,i,i,i,i,i
# (further entries)
SMILES,KCNK9 inh,KCNQ1 block,KCNQ1 act,RGS4 pot,TMEM16A act,hERG rescue,RGS4 block,TMEM16A inh,KCNK3 inh,MrgX1 PAM,MrgX1 agonist
CCOC1OC(=O)C(Cl)=C1Nc1cc(C)ccc1C (stereo not drawn),i,i,i,i,i,-6.0,i,i,i,i,i
O=C1C(=O)N(CCO)C(c2ccc(Br)cc2)/C1=C(\O)c1ccccc1 (stereo not drawn),i,i,i,i,i,-1.1,i,i,i,i,i
CCc1nnc(NC(=O)CCC(=O)NC2CCCCCCC2)s1,i,i,i,i,i,-5.9,i,i,i,i,i
COc1cccc(-n2nnc3c(=O)n(CC(=O)N4CCC(Cc5ccccc5)CC4)cnc32)c1,i,i,i,i,i,-9.7,i,i,i,i,i
Cc1ccc(S(=O)(=O)N2CCCCC2C(=O)NCc2ccco2)cc1 (stereo not drawn),i,i,i,i,i,-6.1,i,i,i,i,i
CN(C)c1cccc2c(S(=O)(=O)Nc3ccccn3)cccc12,i,i,i,i,i,-3.6,i,i,i,i,i
O=C(N/N=C/c1ccc(F)cc1)c1cc(-c2ccco2)nc2ccccc12,i,i,i,i,i,-6.3,i,i,i,i,i
Cc1ccc(S(=O)(=O)NCCc2cc3ccc(C)cc3[nH]c2=O)cc1,i,i,i,i,i,-3.1,i,i,i,i,i
CCN(CCCNC(=O)C1CCCN(S(=O)(=O)CC)C1)c1cccc(C)c1 (stereo not drawn),i,i,i,i,i,-5.2,i,i,i,i,i
CCOc1ccc(NC(=O)CSc2nccn2Cc2ccco2)cc1,i,i,i,i,i,-9.3,i,i,i,i,i
COc1ccccc1-c1ccc(SCC(=O)N2CCOCC2)nn1,i,i,i,i,i,-1.3,i,i,i,i,i
CC(C)OC(=O)c1cccc(NC(=O)c2ccccc2)c1,i,i,i,i,i,-28.5,i,i,i,i,i
CCOC(=O)c1[nH]c(C)c(C(=O)OCC(=O)N(CC)C2CCS(=O)(=O)C2)c1C (stereo not drawn),i,i,i,i,i,-5.4,i,i,i,i,i
COc1ccccc1-c1nnc(SCC(=O)OC(C)C)o1,i,i,i,i,i,-9.1,i,i,i,i,i

# Source: PubChem
